CDK5 inh = inhibitors of human CDK5/p35 kinase, primary screen, biochemical, single concentration | Cyclin-dependent kinase 5 (Homo sapiens) + Cyclin-dependent kinase 5 activator 1 (Homo … | Recombinant CDK5/p35, ADP-Glo luminescence, 60 min | inhibition, % at 10 µM | actives 0.01% (n = 330,000) | AID 488839, 2010;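 active means highest replicate inhibition of at least 50% and at least 75% of replicates reaching 50%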;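 further: plate controls were DMSO neutral control for no effect and GW8510 at 10 µM for full effect; many of its hits are not listed in these tables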
DAGLB inh = DAGLB lipase inhibitors, primary screen, biochemical, fluorescence, HTS | AID 504411, 2011 | inhibition, % at 5.17 µM | actives 0.059% (n = 340,000) | Diacylglycerol lipase-beta (Homo sapiens), Q8NCG7 | HEK293T DAGLB membrane lysate, EnzChek fluorogenic substrate; in the data active means inhibition above about 34%;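 further: 0% = enzyme with vehicle and 100% = wells lacking enzyme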
Target sequence (Q8NCG7 whole entry, looked up): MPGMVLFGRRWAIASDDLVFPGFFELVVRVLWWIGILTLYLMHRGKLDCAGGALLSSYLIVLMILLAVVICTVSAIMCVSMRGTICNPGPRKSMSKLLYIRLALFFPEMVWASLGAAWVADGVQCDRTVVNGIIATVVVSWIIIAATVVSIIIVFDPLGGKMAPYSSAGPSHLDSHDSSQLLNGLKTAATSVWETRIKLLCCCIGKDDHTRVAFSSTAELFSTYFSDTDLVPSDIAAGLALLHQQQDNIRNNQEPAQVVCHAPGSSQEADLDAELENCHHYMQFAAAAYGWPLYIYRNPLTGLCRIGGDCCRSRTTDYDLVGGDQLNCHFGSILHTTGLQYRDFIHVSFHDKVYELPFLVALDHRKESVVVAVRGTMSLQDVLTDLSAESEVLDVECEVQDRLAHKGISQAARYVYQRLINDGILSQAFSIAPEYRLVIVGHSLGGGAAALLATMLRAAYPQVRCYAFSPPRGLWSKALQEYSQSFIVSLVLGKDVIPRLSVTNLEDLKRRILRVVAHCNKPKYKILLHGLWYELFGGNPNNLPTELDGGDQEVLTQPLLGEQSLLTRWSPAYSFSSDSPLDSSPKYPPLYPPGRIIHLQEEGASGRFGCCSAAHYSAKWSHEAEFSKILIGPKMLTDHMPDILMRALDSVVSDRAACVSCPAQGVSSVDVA
Ecoli viability = E. coli V3065 growth inhibition, primary screen, counter-screen for AddAB inhibitor project, absorbance, OD600. inhibition, % at 11.9 µM. actives 0.27% (n = 330,000). 18 h;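 active means inhibition above the campaign's mean inhibition across all tested compounds plus 3 SD, cut at about 9.9% in these data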;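 further: uninfected addAB+ strain grown without phage in ampicillin broth; 0% = DMSO wells and 100% = ciprofloxacin 0.95 µg/ml wells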
AddAB inh = growth inhibition of E. coli expressing H. pylori AddAB, primary screen, AddAB inhibitor project, absorbance. inhibition, % at 11.9 µM. actives 0.29% (n = 330,000). AID 435030, 2010; in the data active means inhibition above about 12%;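 further: 0% = vehicle wells of infected cells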
PKA-R2B activ = activators of PKA-R2B holoenzyme, primary screen, biochemical, fluorescence polarization, Cy5-IP20, human | PKA-R2B holoenzyme dissociation; R2B truncated from residue 108, S112A mutant; 0% DMSO only, 100% 113 µM cGMP | activation, % at 11.4 µM | actives 0.079% (n = 340,000) | AID 504700, 2011;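 active means activation above a cutoff set at the mean over all compounds plus 3 SD, cut at about 18% in these data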;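 further: higher means more holoenzyme dissociation and a rise in polarization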
PKA-R1A act = activators of PKA-R1A holoenzyme, primary screen, biochemical, fluorescence polarization, Cy5-IP20, bovine R1A, mouse PKAc. cAMP-dependent protein kinase type I-alpha regulatory subunit (Bos taurus) + …. PKA-R1A dissociation; scaled: DMSO 0%, 113 µM cGMP 100%. activation, % at 11.4 µM. actives 0.083% (n = 340,000). AID 504707, 2011;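 active means percent activation above the mean of all tested compounds plus 3 SD, cut at about 19% in these data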;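 further: higher means more PKAc released from R1A so a rise in polarization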
SUMO Mot1 rescue = yeast Mot1-301 growth rescue at high temperature, primary screen, SUMOylation pathway inhibitor project, S. cerevisiae, ATP luminescence, 38.5C; S. cerevisiae Mot1-301 growth rescue; percent above DMSO median, 100 means doubled; AID 2716, 2010; growth rescue, % at 18.8 µM; actives 1% (n = 320,000);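 active means every valid replicate shows activation above 250% relative to neutral control wells; inactive means the rest, any valid replicate at or below 250%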;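 further: OY570 slx delta 5 strain wells were the positive control but not used for scaling; some compounds called inactive have numbers as strong as hits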
phage Ecoli inh = growth loss of phage-infected E. coli, primary screen, RecBCD inhibitor project, absorbance, with phage, HTS; actives 0.26% (n = 360,000); AID 651602, 2012; inhibition, % at 11.9 µM; in the data active means inhibition above about 11%
Tat transport = E. coli Tat export inhibitors, primary screen, MC4100, TorA-mCherry reporter, fluorescence, single point; actives 0.036% (n = 340,000); inhibition, % at 10 µM;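 active means mean replicate inhibition at least 50% and at least half of replicates individually reaching 50%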;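 further: exported cargo escapes ClpAP degradation while cytoplasmic cargo is degraded and loses fluorescence; 0% = median of neutral control wells and 100% = median of NaSCN control wells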
HTR5A ag = HTR5A agonists in luminescence cell assay, primary screen, counter-screen for OPRM1-OPRD1 heterodimer agonist project, full-deck HTS; 5-hydroxytryptamine receptor 5A (Homo sapiens), P47898; activation, % at 9.3 µM; cell-based; actives 0.61% (n = 340,000); in the data active means activation mostly above about 9.5%, no sharp cut-off; inactive means mostly below about 7.6%;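 further: 0% = cells with vehicle only and 100% = reference agonist; strong numbers were not always called active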
Target sequence (P47898 whole entry, looked up): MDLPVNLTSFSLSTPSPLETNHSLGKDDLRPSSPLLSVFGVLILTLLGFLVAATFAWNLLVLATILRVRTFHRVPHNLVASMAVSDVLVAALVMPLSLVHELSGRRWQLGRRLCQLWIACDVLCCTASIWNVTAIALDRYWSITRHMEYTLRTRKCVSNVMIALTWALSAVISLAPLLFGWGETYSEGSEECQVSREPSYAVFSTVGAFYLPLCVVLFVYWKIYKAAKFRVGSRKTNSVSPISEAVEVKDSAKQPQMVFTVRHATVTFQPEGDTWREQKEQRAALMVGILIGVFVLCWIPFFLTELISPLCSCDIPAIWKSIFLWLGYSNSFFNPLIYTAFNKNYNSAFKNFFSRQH
HTR5A inv ctr = HTR5A inverse agonists in luminescence cell assay, primary screen, counter-screen for OPRM1-OPRD1 heterodimer inverse agonist project, full-deck HTS | HTR5A cell line, inverse agonism | actives 0.083% (n = 340,000) | inhibition, % at 9.3 µM | 5-hydroxytryptamine receptor 5A (Homo sapiens), P47898; in the data active means inhibition mostly above about 23%, no sharp cut-off; inactive means mostly below about 18%;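 further: 0% = cells with DMSO and 100% = no-cell wells with DMSO; some compounds called inactive have numbers as strong as hits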
Active calls of the source: *; / = no result given; & = joins results of further samples. Random draw from the library; overall some 2.3% were active at least once.

SMILES	CDK5 inh	DAGLB inh	Ecoli viability	AddAB inh	PKA-R2B activ	PKA-R1A act	SUMO Mot1 rescue	phage Ecoli inh	Tat transport	HTR5A ag	HTR5A inv ctr
O=C(COc1ccc(-c2ccccc2)cc1)N1CCN(S(=O)(=O)Cc2ccccc2)CC1	0.5	-2.3	-1.4	-0.3	-11.3	-3.8	/	-0.9	3.8	0.2	-0.4
CCOC(=O)c1csc(NC(=O)CN2CCN(C)CC2)n1	-0.2	-0.9	-1.3	1.1	5.7	3.4	-10.1	1.6	-14.2	-1.3	4.7
O=C(CONS(=O)(=O)c1ccc(Cl)cc1)NCCNc1ncc(C(F)(F)F)cc1Cl	1.5	0.9	1.8	1.3	-10.0	-4.9	-6.1	5.5	10.0	-3.1	8.7
Fc1ccc(CNC(=S)NC2CCCCC2)cc1	-1.3	-2.5	1.5	-0.8	9.0	-6.7	2.0	6.2	0.6	-0.1	0.3
COC(=O)c1c(NC(=O)COC(=O)c2ccccc2O)sc2c1CCCCC2	0.4	-2.6	-3.1	0.5	-12.4	-1.3	-0.7	3.6	-2.5	-0.3	-6.6
COc1ccc2c(c1)oc(=O)c1ccccc12	0.4	-5.7	0.3	2.5	1.6	2.2	-16.3	0.3	8.4	3.9	1.5
CCN(CC(=O)Nc1ccc2c(c1)OCCO2)C(=O)/C=C/c1cccc(OC)c1OC	0.1	-0.8	0.8	-1.0	-13.4	-15.7	-14.1	2.8	9.1	2.9	4.0
O=C(Nc1ccccc1)c1ccc(CSc2ccccn2)cc1	0.7	-2.7	2.4	3.7	-2.8	-8.6	/	/	-9.4	5.3	-14.6
N#Cc1ccccc1OCC(=O)Nc1ccccc1C(=O)NC1CC1	1.3	2.4	-0.4	0.7	-2.4	-3.5	-31.7	3.8	1.1	5.9	5.8
O=C(COC(=O)c1cc2ccccc2cc1O)c1ccccc1	0.0	-4.4	3.1	3.4	8.2	-1.2	20.0	1.2	-14.4	-2.5	6.3
CN(c1ccccc1)S(=O)(=O)c1cccc(C(=O)Nc2ncn[nH]2)c1	0.9	3.1	1.3	1.6	4.0	-4.0	-5.4	0.6	-6.2	2.0	-33.2
O=C(CSc1nnc(-c2ccccc2)n1Cc1ccccc1)NNC(=O)c1ccccc1O	2.1	5.1	8.8	12.0	-6.2	-5.0	49.8	12.2*	-4.9	5.5	-19.1
Cc1ccc(NC(=O)COc2ncnc3ccccc23)cc1S(=O)(=O)N1CCOCC1	-0.1	-1.6	-0.6	1.9	-4.6	4.1	-16.8	3.7	-8.5	-1.6	18.8
COc1ccc(S(=O)(=O)N2CCCCC2)cc1NC(=S)Nc1ccccc1	0.1	1.1	1.4	-0.3	7.5	4.4	21.9	2.0	-7.6	-1.0	8.2
Cc1cc2nc(CCN(Cc3cccnc3)C(=S)Nc3ccccc3)[nH]c2cc1C	0.9	-2.0	-1.4	0.6	-4.7	-8.4	11.2	0.8	7.3	2.9	-7.6
COc1cccc(C(=O)OCC(=O)Nc2ccc(N3CCOCC3)cc2)c1	-0.3	0.1	-0.5	0.1	-6.5	-9.1	-9.5	2.1	1.0	8.5	-23.7
Cc1ccc(S(=O)(=O)N2CCC(C(=O)N[C@@H](C)C(=O)NC3CCS(=O)(=O)C3)CC2)cc1 (stereo not given in full)	/	/	0.0	2.6	/	/	-5.2	5.0	0.1	/	/
CCCn1nnc(NC(=O)c2ccc([N+](=O)[O-])cc2Cl)n1	0.9	2.5	1.7	2.2	-1.2	-7.3	4.7	4.2	-8.1	6.8	-16.4
O=C1C2C3C=CC(O3)C2C(=O)N1Cc1ccncc1 (stereo not given)	2.4	1.5	/	/	-5.6	1.1	/	2.0	-2.6	-2.9	11.2
O=C(CN1C(=O)NC2(CCCC2)C1=O)OCCOc1ccc(Cl)cc1Cl	-0.3	2.0	-1.3	2.6	-11.6	-10.9	3.1	2.9	7.7	7.3	-19.1
Cc1ccc(O)c(NC(=S)NC(=O)COc2ccc(Br)cc2)c1	-0.1	-11.2	-3.7	-1.6	-9.7	-4.6	201.3	0.8	-2.5	0.3	-0.7
COc1ccc(NCc2ccc([N+](=O)[O-])s2)cc1	1.2	2.7	3.7	3.1	-6.4	3.0	58.8	2.1	-8.1	0.5	-2.0
Cc1ccc(/C=C2/C(=O)c3ccc(C(=O)O)cc3C2=O)o1	-1.3	0.0	/	/	4.5	-1.6	/	2.4	2.8	0.7	-1.8
COc1cccc(N2CCN(c3ccc4nnc(CCC(=O)Nc5cccc(C(C)=O)c5)n4n3)CC2)c1	0.5	0.0	-1.2	3.9	-7.3	-9.0	0.7	2.1	-4.5	-3.3	4.4
CCOc1ccc(S(=O)(=O)N(CC(=O)N2CCc3ccccc32)Cc2ccco2)cc1	-1.4	-10.0	-2.3	-1.3	-1.3	-12.3	41.7	-0.9	8.2	-0.6	-9.6
Cc1ccc(S(=O)(=O)N2CCC(=O)N(CCOCc3ccc(F)cc3)CC2)cc1	0.4	-0.5	-0.4	2.7	5.0	-5.9	-1.7	1.1	-9.2	0.7	-35.4
CC1CCCCC1NC(=O)CCCn1c(=S)[nH]c2ccccc2c1=O (stereo not given)	1.1	1.9	-1.3	5.3	-6.0	-2.1	232.4	2.6	-1.1	2.5	34.4
CC(=O)c1cccc(N2C(=NC(=O)CCc3ccccc3)SC3CS(=O)(=O)CC32)c1 (stereo not given)	-0.6	0.9	-0.6	3.1	-10.6	6.2	-2.3	1.7	-9.4	2.0	-6.9
CCCOc1ccc(C(=O)N2CCN(c3ccc(N)cc3Cl)CC2)cc1	-1.2	1.1	-4.6	1.5	-10.1	1.4	16.3	0.0	10.6	3.5	-12.9
O=C(Nc1ccccc1N1CCN(C(=O)c2ccccc2)CC1)c1ccc(Br)o1	-4.6	-0.5	-0.2	0.9	-2.2	-5.2	-3.4	-2.4	5.8	0.4	-21.1
Cc1c(C(=O)N/N=C/C(C)C)[nH]c2c([N+](=O)[O-])cccc12	1.8	-8.8	-2.9	1.3	-4.0	2.5	2.1	3.6	-5.5	-0.5	1.3
CN(C)S(=O)(=O)c1ccc(Cl)c(NC(=O)COC(=O)CCC(=O)c2cccs2)c1	-1.8	1.5	0.9	2.1	1.5	6.1	-2.2	0.3	-8.7	-1.8	-12.8
COc1cc(NC(=S)NCCCO)c(OC)cc1Cl	2.5	-1.4	-1.5	5.2	16.6	1.9	-12.3	3.0	-6.4	3.0	13.7
CCN1C(=O)CSC1=Nc1ccc(OC)cc1	1.2	0.8	-2.2	2.3	-9.2	-1.0	0.7	0.8	-8.7	-6.3	-16.8
O=C(CCCCn1c(=O)[nH]c2ccccc2c1=O)NCc1ccc2c(c1)OCO2	-0.3	2.1	-0.6	0.5	6.3	-4.3	-7.8	1.2	0.0	5.8	-12.2
Cc1ccc(S(=O)(=O)Nc2nc3ccccc3nc2NCc2ccco2)cc1C	0.5	9.4	0.8	1.6	-2.8	-6.2	-1.6	2.0	2.3	-3.7	-33.2
CCCNC(=O)N1CCN(S(=O)(=O)c2ccc(C)c(C)c2)CC1	0.6	-4.8	-1.0	0.5	-0.2	2.1	84.8	0.6	0.8	4.1	-5.8
CC(CC(=O)O)CC(=O)NNC(=O)c1cccc(Br)c1 (stereo not given)	1.1	1.1	0.9	0.2	2.4	-5.2	-6.2	1.6	-6.8	1.6	-4.6
NS(=O)(=O)c1ccc(N2CCOCC2)c(C(=O)NCc2ccc3c(c2)OCO3)c1	1.0	-2.8	/	/	-5.7	4.5	/	2.2	-2.8	-3.5	9.4
C/C(=N\NC(=O)C(O)c1ccccc1)c1ccc(Cl)cc1 (stereo not given)	0.9	-2.0	0.7	2.3	-2.9	5.6	-5.5	3.7	1.2	-3.7	13.6

Copied from the list:
In HTR5A inv ctr, COc1cc(NC(=S)NCCCO)c(OC)cc1Cl reads 13.7
In PKA-R2B activ, COc1cccc(N2CCN(c3ccc4nnc(CCC(=O)Nc5cccc(C(C)=O)c5)n4n3)CC2)c1 reads -7.3

New compounds follow
SMILES	CDK5 inh	DAGLB inh	Ecoli viability	AddAB inh	PKA-R2B activ	PKA-R1A act	SUMO Mot1 rescue	phage Ecoli inh	Tat transport	HTR5A ag	HTR5A inv ctr
COc1ccc(CN2CC(=O)N(c3ccccc3C)C2=S)cc1OC	0.6	2.9	3.2	0.8	15.7	-8.4	672.3*	-0.6	1.9	-1.1	-1.0
CCOC(=O)c1cnn(-c2ncnc3c2cnn3C)c1N	1.3	0.7	0.5	2.8	14.8	8.1	27.8	3.1	4.6	0.3	-26.4
CCC(C)c1ccc(NC(=O)Nc2cccnc2)cc1 (stereo not given)	-5.0	-1.6	-0.1	1.6	-0.4	-6.2	-6.1	0.6	1.3	-2.4	8.7
CC(=O)Nc1ccc(S(=O)(=O)NCC2CCC(C(=O)NCCCN(C)Cc3ccccc3)CC2)cc1 (stereo not given)	-0.5	-0.1	-3.6	1.9	-0.3	-6.0	0.4	0.6	-3.2	-2.9	11.1
O=C(Nc1ccc(Cl)cc1)Nc1ccc(C(=O)N2CCOCC2)cc1	0.9	-0.3	-2.0	-3.3	-4.0	-15.1	-4.8	0.4	-3.2	0.3	-30.6
Cc1c(NC(=O)C23CC4CC(CC(Br)(C4)C2)C3)c(=O)n(-c2ccccc2)n1C	2.2	0.2	-2.0	5.4	-11.9	-0.2	7.1	0.2	-1.6	-1.4	-21.1
CCN(CCC#N)c1ccc(N2C(=O)CCCC2=O)cc1[N+](=O)[O-]	0.6	-1.0	-1.0	0.2	3.8	-5.9	-15.0	1.4	-0.6	0.9	-3.3
COc1ccc(CNS(=O)(=O)c2ccc3c(c2)N(C(C)=O)CCO3)cc1	1.4	3.1	0.3	2.2	-0.1	-0.1	-2.1	-1.6	-1.5	-2.4	23.8
C[N+](C)(C)CCCCCCCCCC[N+](C)(C)C	1.2	0.5	0.3	-1.9	-7.5	-10.8	-6.2&8.1	2.9	-3.0	9.1	-32.4
Cc1cc(C)nc(SCC(=O)N/N=C/C=C/c2ccccc2)n1	-0.3	-0.6	-0.3	3.2	-1.5	4.5	9.0	1.2	-8.6	-2.9	-2.0
C=CCn1c(SCC(=O)NC(C)(C)C)nnc1-c1ccccc1O	-2.0	-2.4	1.1	0.3	0.8	-3.4	-4.9	3.6	-3.9	5.2	29.6
